APOBEC3G inh: APOBEC3G (human) deaminase inhibition; 330,000 compounds, 0.28% hits; inhibition, % at 20 µM; recombinant A3G, ssDNA deamination FAM/TAMRA fluorescence; AID 493012;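 active = inhibition of at least 40% at 20 µM, with no more than 30% in the related APOBEC3A deaminase screen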;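 note: plate controls were DMSO wells with A3G for no effect and wells lacking A3G enzyme for full effect; some compounds called inactive have numbers as strong as hits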
Target sequence (Q9HC16 whole entry, looked up): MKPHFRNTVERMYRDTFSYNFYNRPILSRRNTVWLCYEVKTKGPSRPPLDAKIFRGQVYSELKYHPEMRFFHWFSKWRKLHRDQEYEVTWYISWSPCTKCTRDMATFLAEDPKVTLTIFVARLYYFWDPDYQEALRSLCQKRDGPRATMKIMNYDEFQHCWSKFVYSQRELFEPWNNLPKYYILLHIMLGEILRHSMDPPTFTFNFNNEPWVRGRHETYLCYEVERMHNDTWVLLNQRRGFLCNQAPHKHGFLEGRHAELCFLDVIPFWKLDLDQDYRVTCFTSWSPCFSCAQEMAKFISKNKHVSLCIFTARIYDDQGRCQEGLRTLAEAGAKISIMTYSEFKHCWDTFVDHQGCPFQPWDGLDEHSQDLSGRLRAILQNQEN
UBC13 polyUb: blocks human UBC13 polyubiquitin chain formation; P61088; TR-FRET; inhibition, % at 20 µM; 330,000 compounds, 0.47% hits; in the data active = inhibition above about 45%, passing the limit was not always enough
SENP8 block-1: inhibitors of human SENP8 protease; AID 2540; 330,000 compounds, 1.2% hits; inhibition, % at 10 µM; purified SENP8, Z-RLRGG-aminoluciferin cleavage, luminescence; in the data active = inhibition above about 50%
Apaf-1 inh: human Apaf-1 inhibition. O14727. reconstituted apoptosome caspase-3 activity, DEVD-Rh110 fluorescence. inhibition, % at 20 µM. 330,000 compounds, 0.71% hits. AID 489030; active = inhibition of at least 40% at 20 µM;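 note: plate controls were DMSO wells for no effect and DEVD-CHO caspase inhibitor wells for full effect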
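Material: reconstituted apoptosome with Apaf-1, cytochrome c, caspase-9, procaspase-3, dATP; medium: pH 7.5 Hepes buffer with CHAPS, BSA, DTT; also added: cytochrome c and DEVD-Rh110 substrate; timing: 30 min plus 50 min, RT; signal: Rh110 fluorescence intensity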
SENP8 block-2: inhibitors of human SENP8 protease; AID 602440; Q96LD8; recombinant SENP8, Nedd8 substrate fluorescence; 360,000 compounds, 0.64% hits; inhibition, % at 20 µM; in the data active = inhibition mostly above about 40%, no sharp cut-off; inactive = mostly below about 27%
SENP7 inh: blocks the human protease SENP7 | 330,000 compounds, 1.5% hits | AID 434973 | inhibition, % at 5 µM | recombinant SENP7, Z-RLRGG-aminoluciferin luminescence, 40 min;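 active = inhibition above about 50% at the single test dose, limit read from the data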;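 note: plate controls were DMSO with enzyme for no effect and no enzyme buffer wells for full effect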
SENP1 FRET inh: inhibitors of human SENP1 SUMO protease catalytic domain; inhibition, % at 10 µM; 360,000 compounds, 0.21% hits; AID 624204; recombinant SENP1 catalytic domain, CyPet-SUMO1-YPet FRET cleavage;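 active = inhibition at least 30% at 10 µM, raw YFP signal under a set limit, fluorescence ratio 0.5 to 1.5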;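 note: 0% = enzyme with DMSO and 100% = no enzyme wells; some results filed as inactive read as strong as hits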
Target sequence (Q9P0U3 419-644 limits assumed): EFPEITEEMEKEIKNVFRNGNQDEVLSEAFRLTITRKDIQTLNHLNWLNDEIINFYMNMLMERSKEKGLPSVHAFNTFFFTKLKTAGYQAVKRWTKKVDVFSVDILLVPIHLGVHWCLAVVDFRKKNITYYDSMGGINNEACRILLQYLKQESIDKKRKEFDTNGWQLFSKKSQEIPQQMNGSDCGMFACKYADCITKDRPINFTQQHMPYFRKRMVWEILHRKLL
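Test system: recombinant human SENP1 catalytic domain, His6-tagged / Medium: pH 8 Tris buffer with EDTA, NaCl, BME, BSA, NP40, catalase / Also added: SUMO1 FRET substrate flanked by Cypet and Ypet, 25 nM / Times: 50 min reaction at room temperature / Signal: FRET, CFP and YFP emission / Control set: no-enzyme low control and enzyme-plus-DMSO high control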
SENP6 inh: blocks the human protease SENP6 | inhibition, % at 10 µM | Recombinant SENP6 catalytic domain, aminoluciferin luminescence | Q9GZR1 | 330,000 compounds, 1.8% hits;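 active = inhibition above about 50% at the single tested dose, limit read from the data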;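 note: plate controls were DMSO wells with enzyme for no effect and DMSO wells lacking enzyme for full effect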
Target sequence (Q9GZR1 628-1112 limits assumed): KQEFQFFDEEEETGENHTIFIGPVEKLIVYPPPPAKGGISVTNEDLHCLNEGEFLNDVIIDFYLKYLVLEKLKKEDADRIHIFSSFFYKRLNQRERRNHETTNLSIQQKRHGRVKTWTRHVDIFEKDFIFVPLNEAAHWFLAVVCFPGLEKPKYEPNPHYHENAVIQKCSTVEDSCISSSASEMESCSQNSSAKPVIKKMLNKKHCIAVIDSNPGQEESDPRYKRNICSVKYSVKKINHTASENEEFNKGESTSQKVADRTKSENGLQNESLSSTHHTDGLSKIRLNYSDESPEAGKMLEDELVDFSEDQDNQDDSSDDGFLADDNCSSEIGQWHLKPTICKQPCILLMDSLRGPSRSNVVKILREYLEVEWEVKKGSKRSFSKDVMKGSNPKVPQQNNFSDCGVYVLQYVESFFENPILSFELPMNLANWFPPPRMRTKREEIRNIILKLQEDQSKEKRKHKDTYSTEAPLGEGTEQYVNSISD
* hit, by the source's call; i = inactive; nt = not tested or not shown.

SMILES	APOBEC3G inh	UBC13 polyUb	SENP8 block-1	Apaf-1 inh	SENP8 block-2	SENP7 inh	SENP1 FRET inh	SENP6 inh
CC1CCN(Cc2nnnn2-c2cccc([N+](=O)[O-])c2)CC1	0	-2	4	6	10	-4	2	-5
S=C(NCCc1ccccc1)Nc1nccs1	-6	10	-1	0	14	7	2	-5
Cc1cccc(CN2C(=O)N/C(=C/c3ccc(C)s3)C2=O)c1	2	-2	0	7	-84	6	14	7
CCOCCCNc1nc(C(F)(F)F)nc2c1nnn2Cc1ccccc1Cl	-6	-1	-8	15	2	-6	-1	-25
C/C=C(\NC(C)=O)c1ccccc1	-8	4	-1	-2	11	5	2	-16
CCc1ccc2c(c1)C(=O)c1ccccc1C2=O	-4	36	79*	11	20	83*	2	78*
O=C(COC(=O)Cn1cnc2ccccc2c1=O)NNC(=O)c1ccc(Br)cc1	-2	-1	-12	7	11	-7	1	0
CC1=CC(=O)CC(C)(C)[C@@]1(O)/C=C/[C@@H](C)O[C@@H]1O[C@H](CO)[C@@H](O)[C@H](O)[C@H]1O	-2	1	9	-11	-6	-2	1	8
CSc1nc2n(n1)C(c1ccccn1)C1=C(CC(C)(C)CC1=O)N2 (stereo unspecified)	-7	4	-5	-5	-253	-6	2	-14
Cc1cc(Cn2nc(-c3ccccc3C)cc2C(=O)O)on1	-11	-6	-6	2	5	-9	-1	-14
CCOC(=O)N1CCC(NC(=O)CSc2cc(=O)n(CC)c3ccccc23)CC1	-6	24	4	-23	-33	-1	1	-24
CNC(=S)N(CCc1c(C)[nH]c2ccc(Cl)cc12)Cc1cccnc1	-2	2	-3	10	21	-4	2	6
Cc1csc(NC(=O)c2ccc(S(=O)(=O)N(C)c3ccccc3)cc2)n1	-2	3	3	14	4	-4	1	-1
O=c1c2ccccc2c(-c2ccc(O)cc2)nn1-c1cccc(C(F)(F)F)c1	3	13	4	21	-16	3	4	-10
CCc1ccc(/C=C/C(=O)c2cc(Br)ccc(=O)c2O)cc1	9	-35	-4	23	-4	-12	9	6

Random excerpt: three compounds from above.
SMILES	APOBEC3G inh	UBC13 polyUb	SENP8 block-1	Apaf-1 inh	SENP8 block-2	SENP7 inh	SENP1 FRET inh	SENP6 inh
CC1=CC(=O)CC(C)(C)[C@@]1(O)/C=C/[C@@H](C)O[C@@H]1O[C@H](CO)[C@@H](O)[C@H](O)[C@H]1O	-2	1	9	-11	-6	-2	1	8
CSc1nc2n(n1)C(c1ccccn1)C1=C(CC(C)(C)CC1=O)N2 (stereo unspecified)	-7	4	-5	-5	-253	-6	2	-14
CCOCCCNc1nc(C(F)(F)F)nc2c1nnn2Cc1ccccc1Cl	-6	-1	-8	15	2	-6	-1	-25

(more compounds)
SMILES	APOBEC3G inh	UBC13 polyUb	SENP8 block-1	Apaf-1 inh	SENP8 block-2	SENP7 inh	SENP1 FRET inh	SENP6 inh
CCOC(=O)c1ccc(NC(=O)CSC2=NN3CCCC(=O)N=C3S2)cc1	-2	-5	4	-4	8	1	0	-15
Cc1nn(Cc2ccccc2)c(C)c1C(=O)N1CCN(CC(=O)Nc2ccccc2Cl)CC1	-9	9	2	-4	-2	-4	-1	-5
Cc1cccc(CSc2nnc(-c3ccccn3)n2N)c1	-7	5	1	-7	16	7	3	-19
O=C(CN1C(=O)c2ccccc2C1=O)OCC(=O)c1ccc(F)cc1	-8	-3	2	4	5	-3	0	-13
CCCn1c(N)c(N(CCOC)C(=O)c2ccc(N3CCCC3=O)cc2)c(=O)[nH]c1=O	-6	1	-2	2	10	-4	-2	-9
Cc1ccc2nc(N3C(=O)C(O)=C(C(=O)c4ccco4)C3c3cccc(O)c3)sc2c1 (stereo unspecified)	-10	2	0	9	-57	-3	-52	-4
COc1ccc(CNC(=O)c2cccc(NC3=NC4CS(=O)(=O)CC4S3)c2)cc1 (stereo unspecified)	-3	-1	6	5	19	5	1	-4
Cc1ccccc1-c1cn(-c2ccccc2)c(=S)[nH]1	-1	0	8	10	-21	6	-1	-28
COc1ccc(C2CC(=O)N(CC(=O)NCC3CCCO3)c3ccccc3S2)cc1 (stereo unspecified)	-6	-4	-2	-4	11	4	0	-2
CCCNC(=O)Nc1cc(OCC)c(N2CCOCC2)cc1OCC	-1	-3	1	4	11	7	0	-1
CCc1cccc(C)c1NC(=O)CSc1nc2ccccc2n1CC(=O)N(C)C	-6	2	-12	4	10	-10	1	-23
Cc1ccc(NC(=O)COC(=O)c2ccc(NC(=O)CC#N)cc2)cc1S(=O)(=O)N1CCOCC1	-7	-11	-17	14	-22	-1	-14	-27
CC(C)Oc1ccc(CNC2CCOC(C)(C)C2)cc1 (stereo unspecified)	-12	-4	-6	-5	13	1	1	-5
CCOc1cc(C2C(C(=O)OC)=C(C)N=C3SC(C)C(=O)N32)ccc1OC(C)=O (stereo unspecified)	1	-2	0	3	14	2	1	-9
Cc1cc(C(C)(C)C)cc(S(=O)(=O)NCCO)c1C	1	8	-5	-2	24	5	-3	7
CCOc1ccc(C(=O)NCc2cccnc2)cc1	9	4	-4	-2	15	1	-1	-21
Cc1cccc(C)c1NC(=S)N(CCN1CCCCCC1)Cc1ccco1	-12	22	-2	-21	26	0	-1	-11
CCN(CC)Cc1c(O)ccc2c(=O)c(-c3ccccc3Cl)coc12	-4	13	-3	1	-304	-1	-2	9
COc1ccc(CCNC(=O)CCCN2C(=O)c3ccccc3C2=O)cc1	-10	3	-6	-6	12	0	5	-11
O=[N+]([O-])c1ccc(NS(=O)(=O)N2CCOCC2)cc1	-1	3	-6	-2	8	5	0	-15
Cc1ccc(C)c(-n2c(CNC(=O)c3ccco3)nnc2SCC(=O)Nc2nnc(C)s2)c1	-14	0	-11	10	10	-11	3	-10
COc1ccc(N2CCN(CCNC(=O)Nc3cc(Cl)ccc3Cl)CC2)cc1	4	6	5	1	14	5	1	7
O=C1N(c2ccc3c(c2)OCCO3)C(c2ccccc2)C1(F)F (stereo unspecified)	-11	-8	-8	4	16	-7	1	-21
Fc1ccc2c(c1)Sc1ccc(Cl)cc1CC2N1CCN(CCC2OCCO2)CC1 (stereo unspecified)	7	16	-6	18	13	4	-1	-11
Cc1ccc(CS(=O)(=O)Cc2ccc(C(=O)NCc3ccco3)o2)cc1	-7	-8	3	-26	-4	7	0	0
CCCc1cc(=O)n2[nH]c(-c3ccc(OC)cc3)nc2n1	-1	5	-2	-2	21	13	0	-12
Cc1cc(=O)oc(C)c1C(=O)OC(C(=O)c1ccccc1)c1ccccc1 (stereo unspecified)	-5	3	1	10	31	5	-2	8
Cc1ccc(NCC(=O)Nc2cccc(F)c2)cc1S(=O)(=O)N1CCCCCC1	-5	11	-12	5	-4	-13	1	-5
COc1cc(/C=C2\N=C(c3ccccc3)NNC2=O)cc(OC)c1OC	-7	-1	-4	16	22	3	-1	-4
CCCCN(C(=O)CCC(=O)Nc1cc(C)on1)C(C(=O)NC1CCCC1)c1cccc(OC)c1 (stereo unspecified)	14	-4	-8	14	21	-15	1	-28

SENP8 block-1, hit marks shown above.
Structure | APOBEC3G inh | UBC13 polyUb | SENP8 block-1 | SENP7 inh | SENP1 FRET inh | SENP6 inh
CCc1ccc2c(c1)C(=O)c1ccccc1C2=O | -4 | 36 | 79* | 83* | 2 | 78*

The results go on.
SMILES	APOBEC3G inh	UBC13 polyUb	SENP8 block-1	Apaf-1 inh	SENP8 block-2	SENP7 inh	SENP1 FRET inh	SENP6 inh
COc1ccc(-c2cc(C(=O)NC3CCCC3)c3ccccc3n2)cc1OC	-1	14	5	-7	-454	7	-1	17
COc1ccc(NS(=O)(=O)c2csc(C(N)=O)c2)cc1	-5	4	4	-1	24	2	1	-5
CCN(CCn1cccn1)C(=O)CC1C(=O)NCCN1Cc1ccc(F)cc1 (stereo unspecified)	-8	4	-3	13	-21	-6	-5	-5
CC(=O)c1ccc(N(C(=O)CNC(=O)c2ccco2)C(C(=O)NC2CCCC2)c2cccnc2)cc1 (stereo unspecified)	-11	-2	2	5	-1	10	1	-19
COc1ccc(N(CC(=O)Nc2ccccc2F)S(=O)(=O)c2ccc(OC)c(OC)c2)cc1	-4	2	13	11	21	-9	2	1
O=C([O-])c1cc(-c2ccccc2)cc(-c2ccccc2)[n+]1Cc1ccccc1	-5	15	2	5	nt	-5	nt	-11
CC(C)CCNC(=O)CN(C(=O)CCC(=O)Nc1ccccn1)c1ccc2c(c1)OCO2	0	1	-5	-5	18	0	2	15
COc1ccc(CC(=O)OCC(=O)Nc2ccc3c(c2)OCCO3)cc1OC	2	-5	4	7	12	7	0	11
O=c1ccc(-c2ccc(S(=O)(=O)Nc3ccc(F)cc3)o2)n[nH]1	3	-14	1	9	14	0	0	12
CC1=CC(C)(C)N(C(=O)c2ccccc2)c2ccccc21	-4	3	8	16	20	1	2	3
COc1cc2c(cc1OC)CN(C(=O)CCOc1ccccc1C)CC2	-4	-4	-10	10	5	-6	1	-15
CCOC(=O)N1CCC(NC(=O)C2CCN(c3ccc(N4CCOCC4)nn3)CC2)CC1	-2	21	6	-13	-350	5	-44	3
COc1ccc2c(=O)c(-c3nc(C)cs3)coc2c1	-2	-1	91*	-9	-41	96*	-4	93*
O=C(Nc1nc2ccccc2s1)c1ccc2c(c1)OCO2	0	-7	94*	20	-154	97*	-1	95*
Cc1ccc2c(c1)N(C(=O)CCC(=O)NCc1cccc(Cl)c1)CC(C)O2 (stereo unspecified)	1	5	5	8	-3	0	-1	-6
CNC(=O)CN(Cc1ccccc1)S(=O)(=O)c1ccccc1	-5	8	1	-12	10	-6	1	-4
CCCn1nnc(NC(=O)c2cccc(OCc3ccccc3)c2)n1	-1	4	-5	3	26	0	2	-2
Cc1cc(F)ccc1NC(=O)c1cc(S(=O)(=O)N2CCCC2)cn1C	-2	-2	3	-13	2	-1	-1	8
CCCCC(C(=O)NC(C)(C)C)N(Cc1ccco1)C(=O)c1snc(C(N)=O)c1N (stereo unspecified)	1	22	2	3	i	0	-8	-12
O=C(Cn1nnc(-c2ccccc2)n1)NCc1ccccc1	0	-4	-2	-15	11	0	2	-10
CC12CCC(C(=O)NCC3CCCO3)(OC1=O)C2(C)C (stereo unspecified)	-2	-6	-5	-3	19	-2	3	-23
CC(C)N1CC2=C(C1=O)C(c1ccc(O)cc1)NC(=O)N2C (stereo unspecified)	-7	5	-3	0	9	3	-1	-8
C#CCOCCOCCOCCNc1nc(N2CCN(C(=O)[C@H](CCCCN)n3cc(C(N)CO)nn3)CC2)nc(N2CCN(C(=O)[C@H](CCC(=O)O)n3cc(C(N)[C@H](C)CC)nn3)CC2)n1 (stereo partly specified)	-9	-12	-6	2	nt	5	nt	5
O=C(CNC(=O)c1ccc(F)cc1)N/N=C/c1ccc(O)c([N+](=O)[O-])c1	-5	-45	1	-3	15	0	-1	5
C=CCn1c(SCn2nnc3ccccc3c2=O)nc2scc(-c3cccs3)c2c1=O	-1	-4	-1	5	10	74*	3	-4
CCc1nnc(NC(=O)CSc2nc3ccc(OC)cc3[nH]2)s1	-9	4	-11	-13	8	-3	0	4
CN(C)S(=O)(=O)c1ccc(C(=O)N2CCN=C2SCc2cccnc2)cc1	-1	7	-5	-10	16	1	1	-10
C/C(=N\OCC(=O)Nc1ccccc1C(C)(C)C)c1ccc2c(c1)OCCO2	-1	5	1	10	16	1	-1	-1
Cc1ccc(/C=C/c2ccc3cccc(O)c3n2)s1	-6	-9	8	14	-41	4	-11	10
NC1=NC(=Nc2ccc(Cl)cc2)c2ccccc21	-6	-6	-20	-11	20	-3	-2	13
CCOC(=O)C1(CCSC)NC(c2ccco2)C2C(=O)N(C)C(=O)C21 (stereo unspecified)	1	7	-12	4	13	9	0	-17
Cc1ccc(S(=O)(=O)N2CCOCC2)cc1C(=O)OCC(=O)NC1CCS(=O)(=O)C1 (stereo unspecified)	-3	10	5	-3	-1	-3	3	17
CCCN(CC(=O)Nc1ccccc1OC)C(C)C(=O)NC(C)CCc1ccccc1 (stereo unspecified)	-7	-6	-11	9	4	-9	-3	0

Assay outcomes from PubChem BioAssay.
